EP2 modulator: EP2 receptor modulators, cAMP readout, primary screen, cell-based, HTRF cAMP, PGE2 stimulation | EP2-expressing cells, cAMP HTRF FRET, PGE2 co-stimulation | induction, % at 25 µM | 0.83% of 260,000 active | AID 940, 2007;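 active = compounds whose cAMP rise, as percent of the full-agonist control response, exceeds 60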;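 note: rat C6 glioma line stably carrying human EP2 under a CMV promoter; the protocol text gives 20 µM as final concentration; 100% = response of wells given 1 µM PGE2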
Target sequence (P43116 whole entry, looked up): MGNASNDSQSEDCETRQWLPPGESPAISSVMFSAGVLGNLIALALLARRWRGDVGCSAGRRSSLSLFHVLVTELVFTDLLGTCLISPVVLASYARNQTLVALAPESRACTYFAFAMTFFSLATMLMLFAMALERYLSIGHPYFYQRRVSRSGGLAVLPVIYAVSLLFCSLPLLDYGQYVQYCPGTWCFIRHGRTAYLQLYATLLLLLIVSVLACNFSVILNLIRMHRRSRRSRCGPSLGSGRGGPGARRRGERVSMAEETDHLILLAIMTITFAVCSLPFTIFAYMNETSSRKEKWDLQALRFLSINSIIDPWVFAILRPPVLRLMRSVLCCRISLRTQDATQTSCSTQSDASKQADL
m-calpain inh: inhibitors of pig calpain II, primary screen, biochemical, fluorogenic peptide substrate, 1536-well; inhibition, % at 16 µM; AID 1236, 2008; purified calpain II, 30 min; 0.37% of 220,000 active;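 active = inhibition above about 50%, limit read from the data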
14-3-3 Bad inh: inhibitors of 14-3-3 zeta/Bad binding, primary screen, biochemical, TR-FRET, bovine 14-3-3 zeta; 14-3-3 protein zeta/delta (Bos taurus), P63103; TR-FRET 14-3-3zeta/Dy647-pBad peptide displacement, 1 h; inhibition, % at 21.7 µM; 0.71% of 220,000 active; AID 781, 2007;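 active = inhibition above about 70%, limit read from the data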;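 note: 0% = full 14-3-3 plus peptide FRET controls and 100% = background without 14-3-3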
Target sequence (P63103 whole entry, looked up): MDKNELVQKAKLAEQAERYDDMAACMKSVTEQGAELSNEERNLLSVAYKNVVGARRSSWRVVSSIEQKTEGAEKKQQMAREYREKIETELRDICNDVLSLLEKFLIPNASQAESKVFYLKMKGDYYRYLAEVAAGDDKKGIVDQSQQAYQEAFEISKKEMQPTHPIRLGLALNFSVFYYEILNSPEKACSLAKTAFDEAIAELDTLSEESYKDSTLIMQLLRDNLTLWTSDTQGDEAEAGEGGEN
Rad51 HR inh: human RAD51 strand exchange inhibitors, primary screen, biochemical, fluorescence | 0.085% of 200,000 active | AID 1385, 2008 | hRad51 DNA strand exchange, fluorescence dequenching | inhibition, % at 10 µM | DNA repair protein RAD51 homolog 1 (Homo sapiens), Q06609;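 active = inhibition above 40% at the single screening dose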;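 note: 0% = DMSO control wells and 100% = blanks with heterologous ssDNA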
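Material: hRad51 filaments on single-stranded DNA; Reagent: Donor/quencher-labelled 47-bp dsDNA substrate; Compound: 10 µM final, single point; Schedule: 37 °C 15-min filament assembly, 30-min compound preincubation, 15-min exchange; Technique: FRET fluorescence, excitation 485 nm, emission 520 nm; Benchmarks: control wells and blank wells on each plate.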
EP2 antag: human EP2 receptor antagonists, primary screen, TR-FRET cAMP, C6 glioma cells; Prostaglandin E2 receptor EP2 subtype (Homo sapiens), P43116; C6 glioma cells expressing human EP2; cells stimulated with saturating PGE2; inhibition, % at 25 µM; 0.52% of 260,000 active; AID 1422, 2008;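 active = percent inhibition above 40 after rounding to a whole number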;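 note: rat C6 glioma host cells with rolipram phosphodiesterase inhibitor present; the protocol text gives 20 µM as final concentration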
TbHK1 inh: Trypanosoma brucei hexokinase 1 inhibitors, primary screen, biochemical, G6PDH-coupled NADH absorbance, MLSCN library; hexokinase 1 [Trypanosoma brucei]; recombinant TbHK1, G6PDH-coupled NADH A340; inhibition, % at 10 µM; 0.11% of 220,000 active; AID 1430, 2008;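 active = inhibition of 50% or more in the single-dose primary screen; inactive = inhibition below 50%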
eIF4E-4G inh: eIF4E–eIF4G protein interaction inhibitors, primary screen, biochemical, uHTS, TR-FRET, eIF4GI fragment. inhibition, % at 21.7 µM. Eukaryotic translation initiation factor 4E (Mus musculus) + Eukaryotic translation …. TR-FRET eIF4E-eIF4GI(517-606) binding, 2 h. 0.37% of 220,000 active;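 active = inhibition above about 30%, limit read from the data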;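 note: 0% = full FRET control wells and 100% = background wells lacking eIF4GI fragment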
zVAD death inh: inhibitors of zVAD-triggered necroptosis, primary screen, L929 cells; L929 zVAD necroptosis rescue, ATP luminescence, 24 h; with zVAD 60 µM; viability rescue, % at 10 µM; 0.38% of 220,000 active; AID 1377, 2008;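 active = activation, scaled between plate controls, above about 75%, limit read from the data; inactive = activation under that limit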;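 note: 0% = zVAD with DMSO and 100% = DMSO alone without zVAD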
Hck Nef HTS: inhibitors of Nef-activated human Hck kinase, primary screen, biochemical, Z-Lyte FRET, 384-well, Hck-YEEI; Tyrosine-protein kinase HCK (Homo sapiens), P08631; Recombinant Hck-YEEI plus Nef, Z-Lyte FRET kinase assay; inhibition, % at 20 µM; 0.68% of 220,000 active; AID 463187, 2010;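 active = Hck-Nef kinase inhibition above about 50%, limit read from the data; inactive = inhibition below that limit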;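 note: 0% = DMSO with Hck plus Nef and 100% = Hck alone without Nef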
Starred values were filed as active, the others as inactive; i = inactive; / = not tested or not shown; & = joins results of further samples; [ ] = another dose, or the depositor's remark.

SMILES	EP2 modulator	m-calpain inh	14-3-3 Bad inh	Rad51 HR inh	EP2 antag	TbHK1 inh	eIF4E-4G inh	zVAD death inh	Hck Nef HTS
CCOC(=O)/C(C#N)=C\c1c(OCC)n(CC)c2ccccc12	-1	-9	2	3	5	-12	0	0.8	0
CC1=C(C(=O)OC(C)C)C(c2ccc(F)cc2)NC(=O)N1 (stereo not drawn)	49	-15	-4	-4	0	0	13	0.7	0
CCN1CCN(CCCOc2ccccc2-c2ccccc2)CC1	-20	35	71*	1	5	14	3	-0.9	11
COCc1cc(N2CCOCC2)nc(-c2ccccc2)n1	-4	4	3	-6	2	3	4	28	30
O=C(N/N=C/c1ccco1)c1cc(-c2ccc(Cl)cc2)n[nH]1	-61	-1	6	-5	8	-10	-3	0.4	15
Cc1ccc(CCNC(=O)C2CCN(C(=O)N(C)C)CC2)cc1	-17	1	5[fluorescence artefact?]	0	9	0	2	0.9	-2
CC(=O)N1CCc2cc(C(=O)CN3CCC(C)CC3)ccc21	-5	24	-2	-12	13	-8	2	6.8	2
CC(=O)N/C(=C/c1ccc(OS(=O)(=O)c2ccc(C)cc2)cc1)C(=O)Nc1ccc(C(=O)O)cc1	7	-8	1	-1	4	-6	4	0.2	19
CCCC(=O)Nc1ccc(C(=O)NNC(=O)COc2ccc(Br)c(C)c2)cc1	5	-21	0	/	/	11	-10[fluorescence artefact?]	7.3	-16
Cc1ccccc1Cc1c(C)nc2nc(SCC(=O)NCc3ccco3)nn2c1C	-11	4	-9	1	11	0	6	-0.4	2
COc1ccc(-c2nnc(Nc3ccc(CC(N)=O)cc3)c3ccccc23)cc1	-1	-18	12	4	32	-12	-1	41	0
CCCn1c(CNC(=O)Cc2ccccc2)nc2ccccc21	3	-15	-6	3	7	-3	-8	1.4	-6
O=C(CSc1ncnc2nc[nH]c12)N1CCN(c2ccc(Cl)cc2)CC1	-30	10	0	1	9	5	4	0.1	-1
CCCCC(=O)Nc1cccc(NC(=S)NC(=O)C(C)C)c1	4	-7	-13	-1	10	-4	4	2.6	4
COC(=O)COc1ccc(S(=O)(=O)N2CCN(c3ccc(F)cc3)CC2)cc1	-82&-8	9	-5	3	10&5	-7	1	0.5	1
Cc1ccc(-c2cc(-c3ccc(F)cc3)nc(N)c2C#N)o1	37	i	-3[fluorescence artefact?]	-5	8	-4	5[fluorescence artefact?]	-0.2	3
CCCCOC(=O)NC1(C)CCS(=O)(=O)C1 (stereo not drawn)	11	-6	-6	/	10	20	5	0.5	2
Nc1ccc(C(=O)Nc2ccco2)cc1	-5&18	23	-4[fluorescence artefact?]	7	21&8	-9	1	-0.1	5
COc1ccc(C(=O)CSc2nnc(-c3ccccn3)n2Cc2ccco2)cc1	4	-7	9	0	7	-2	8	-0.1	0
CC(C1CC1)N(Cc1ccccc1)C(=S)Nc1cccc(C(F)(F)F)c1 (stereo not drawn)	9	27	-6[fluorescence artefact?]	5	9	32	4	-0.8	2
COc1ccc(Oc2ccccc2/C=N/O)cc1	11	18	-6	-6	12	3	-4	0.0	0
O=C(CNC(=O)c1cccc(F)c1)N/N=C/C=C/c1ccccc1	-3	8	-11	8	3	-11	2	-0.5	-1
CCOC(=O)N1CCc2c(sc3nc(SC(C)C)n(N)c(=O)c23)C1	44	23	1	3	8	-4	-2	0.3	3
O=C(NCC1CCCO1)c1ccc(NS(=O)(=O)c2cccc([N+](=O)[O-])c2)cc1 (stereo not drawn)	2	5	-11	20	2	-1	-3	0.2	21
O=C(Nc1ccccc1F)c1cc2c(s1)-c1ccccc1S(=O)(=O)C2	-9	-58	-2	-8	4	-13	-4	0.8	11
Cc1ccc(NN2C(=O)C=CC2=O)cc1	13	21	2	1	5	-9	1	0.6	-1
COCCN1C(=O)C(=O)/C(=C(/O)c2ccc3c(c2)OCCO3)C1c1ccc(C(=O)OC)cc1 (stereo not drawn)	10	12	62	-5	14	-31	3	-0.5	-1
O=C(NC1CCCC1)C1CCN(C(=O)c2ccc(-c3ccccc3)cc2)CC1	-44	-10	-9	11	11	-13	-2	7.8	18
COC(=O)c1cccc(Nc2cc(C)nc(-c3ccccc3O)n2)c1	-12	-112	17[fluorescence artefact?]	-2	17	-14	-52[fluorescence artefact?]	36	0

Ordered by molecular weight (rising): some entries from above.
SMILES	EP2 modulator	m-calpain inh	14-3-3 Bad inh	Rad51 HR inh	EP2 antag	TbHK1 inh	eIF4E-4G inh	zVAD death inh	Hck Nef HTS
Nc1ccc(C(=O)Nc2ccco2)cc1	-5&18	23	-4[fluorescence artefact?]	7	21&8	-9	1	-0.1	5
CCCCOC(=O)NC1(C)CCS(=O)(=O)C1 (stereo not drawn)	11	-6	-6	/	10	20	5	0.5	2
Cc1ccc(-c2cc(-c3ccc(F)cc3)nc(N)c2C#N)o1	37	i	-3[fluorescence artefact?]	-5	8	-4	5[fluorescence artefact?]	-0.2	3
CCCCC(=O)Nc1cccc(NC(=S)NC(=O)C(C)C)c1	4	-7	-13	-1	10	-4	4	2.6	4
O=C(CNC(=O)c1cccc(F)c1)N/N=C/C=C/c1ccccc1	-3	8	-11	8	3	-11	2	-0.5	-1
COC(=O)c1cccc(Nc2cc(C)nc(-c3ccccc3O)n2)c1	-12	-112	17[fluorescence artefact?]	-2	17	-14	-52[fluorescence artefact?]	36	0
CCOC(=O)N1CCc2c(sc3nc(SC(C)C)n(N)c(=O)c23)C1	44	23	1	3	8	-4	-2	0.3	3
O=C(Nc1ccccc1F)c1cc2c(s1)-c1ccccc1S(=O)(=O)C2	-9	-58	-2	-8	4	-13	-4	0.8	11
O=C(NC1CCCC1)C1CCN(C(=O)c2ccc(-c3ccccc3)cc2)CC1	-44	-10	-9	11	11	-13	-2	7.8	18
O=C(NCC1CCCO1)c1ccc(NS(=O)(=O)c2cccc([N+](=O)[O-])c2)cc1 (stereo not drawn)	2	5	-11	20	2	-1	-3	0.2	21
COc1ccc(C(=O)CSc2nnc(-c3ccccn3)n2Cc2ccco2)cc1	4	-7	9	0	7	-2	8	-0.1	0
COC(=O)COc1ccc(S(=O)(=O)N2CCN(c3ccc(F)cc3)CC2)cc1	-82&-8	9	-5	3	10&5	-7	1	0.5	1
COCCN1C(=O)C(=O)/C(=C(/O)c2ccc3c(c2)OCCO3)C1c1ccc(C(=O)OC)cc1 (stereo not drawn)	10	12	62	-5	14	-31	3	-0.5	-1

Not all compounds are listed; count on the stated rates, not on these rows.
